beta cell repl: induces beta-cell replication in MIN6 cells; MIN6 cells proliferation, ATPlite luminescence, 48 h; cells starved in 0.2% serum; 100% = growth in 10% serum; proliferation, % at 10 µM; 330,000 compounds, 0.29% hits;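 active = compounds whose signal lies at least 3.5 SD above the mean of all wells on their plate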;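 also: 0% = DMSO-treated cells in low-serum medium and 100% = 10% serum control; some compounds called inactive have numbers as strong as hits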
hIAP act: increases human intestinal alkaline phosphatase activity. P09923. purified human IAP, CDP-Star luminescence, 30 min; active compounds read high; 1 = vehicle-only enzyme, 0 = enzyme-free background. activation factor at 10 µM. 330,000 compounds, 0.16% hits. AID 2524;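 active = activation factor of the enzyme at least 2-fold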; also: the source names both 10 and 20 µM as test concentration; values of inactives mirror those of a sister screen read the other way
Target sequence (P09923 whole entry, looked up): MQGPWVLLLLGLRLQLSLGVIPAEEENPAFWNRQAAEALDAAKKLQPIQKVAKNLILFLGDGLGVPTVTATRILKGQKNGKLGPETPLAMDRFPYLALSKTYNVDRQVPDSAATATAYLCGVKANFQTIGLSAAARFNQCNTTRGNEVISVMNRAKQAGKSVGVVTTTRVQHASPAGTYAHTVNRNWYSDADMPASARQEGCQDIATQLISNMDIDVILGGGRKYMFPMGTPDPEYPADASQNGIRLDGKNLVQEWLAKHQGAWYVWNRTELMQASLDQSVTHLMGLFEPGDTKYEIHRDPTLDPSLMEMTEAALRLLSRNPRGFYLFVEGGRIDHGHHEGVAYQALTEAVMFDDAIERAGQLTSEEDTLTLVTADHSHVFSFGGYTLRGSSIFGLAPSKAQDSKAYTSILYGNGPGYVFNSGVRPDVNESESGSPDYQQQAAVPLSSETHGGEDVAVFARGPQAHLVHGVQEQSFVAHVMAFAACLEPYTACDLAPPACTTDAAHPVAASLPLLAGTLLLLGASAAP
SENP1 FRET inh: inhibitors of human SENP1 SUMO protease catalytic domain; recombinant SENP1 catalytic domain, CyPet-SUMO1-YPet FRET cleavage; AID 624204; inhibition, % at 10 µM; 360,000 compounds, 0.21% hits; Q9P0U3;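 active = inhibition at least 30% at 10 µM, raw YFP signal under a set limit, fluorescence ratio 0.5 to 1.5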;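 also: 0% = enzyme with DMSO and 100% = no enzyme wells; some results filed as inactive read as strong as hits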
Target sequence (Q9P0U3 419-644 limits assumed): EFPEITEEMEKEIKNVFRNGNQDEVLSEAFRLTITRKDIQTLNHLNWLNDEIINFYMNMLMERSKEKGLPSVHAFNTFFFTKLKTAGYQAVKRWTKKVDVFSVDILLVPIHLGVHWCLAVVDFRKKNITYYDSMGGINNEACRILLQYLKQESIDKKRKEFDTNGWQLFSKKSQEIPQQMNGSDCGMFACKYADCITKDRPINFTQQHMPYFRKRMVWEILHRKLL
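Assay system: hSENP1 catalytic domain, recombinant. Amount: SENP1 enzyme, 20 pM final. Schedule: 50 min reaction, RT, dark. Technique: FRET, CFP and YFP emission. Control set: no-enzyme wells low, DMSO-plus-enzyme wells high control.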
mIAP activ: increases mouse intestinal alkaline phosphatase activity; muIAP, CDP-Star luminescence, 30 min; active compounds read high; 1 = vehicle-only enzyme signal, 0 = enzyme-free wells; activation factor at 10 µM; 330,000 compounds, 0.24% hits;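 active = activation factor of at least 2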; also: the source names both 10 and 20 µM as test concentration; values of inactives mirror those of a sister screen read the other way
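System: mouse IAP enzyme. Reagent: CDP-Star chemiluminescent phosphatase substrate. Benchmarks: DMSO wells, no-enzyme wells. Times: 30 min enzyme-substrate-compound incubation at room temperature. Detection: luminescence from enzymatic CDP-Star hydrolysis. Doses: test compounds delivered from DMSO solution.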
APOBEC3G inh: inhibitors of human APOBEC3G DNA deaminase; Q9HC16; recombinant A3G, ssDNA deamination FAM/TAMRA fluorescence; inhibition, % at 20 µM; 330,000 compounds, 0.28% hits;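 active = inhibition of at least 40% at 20 µM, with no more than 30% in the related APOBEC3A deaminase screen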;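 also: plate controls were DMSO wells with A3G for no effect and wells lacking A3G enzyme for full effect; some compounds called inactive have numbers as strong as hits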
A3A deaminase: human APOBEC3A DNA deaminase inhibition | P31941 | recombinant A3A, FAM/TAMRA ssDNA deamination fluorescence | inhibition, % at 20 µM | 330,000 compounds, 0.41% hits;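 active = at least 40% inhibition at 20 µM here, with at most 30% in a related deaminase screen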;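 also: plate controls were A3A with DMSO for no effect and wells lacking A3A enzyme for full effect; some results filed as inactive read as strong as hits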
Target sequence (P31941 whole entry, looked up): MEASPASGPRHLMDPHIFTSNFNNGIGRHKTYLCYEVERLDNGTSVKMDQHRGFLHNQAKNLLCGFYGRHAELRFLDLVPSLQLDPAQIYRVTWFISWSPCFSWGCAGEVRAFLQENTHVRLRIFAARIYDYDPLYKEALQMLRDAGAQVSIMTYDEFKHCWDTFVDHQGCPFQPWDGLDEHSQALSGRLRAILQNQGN
mIAP block: blocks mouse intestinal alkaline phosphatase; purified mouse IAP, CDP-Star luminescence, 30 min; inhibition, % at 10 µM; 330,000 compounds, 0.2% hits;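 active = inhibition of at least 40% at 10 µM in the primary screen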;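 also: plate controls were DMSO with enzyme for no effect and no enzyme wells for full effect; values of inactives mirror those of a sister screen read the other way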
NALP3 yeast inh: NALP3 inhibition in yeast; 330,000 compounds, 0.39% hits; Yeast reconstituted NLRP3/ASC/caspase-1, beta-gal luminescence, 24 h; inhibition, % at 10 µM;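 active = inhibition of 50% or more; inactive = inhibition below 50%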;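 also: plate controls were induced DMSO wells for no effect and uninduced yeast grown without galactose for full effect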
hIAP block: human IAP inhibition | P09923 | inhibition, % at 10 µM | purified IAP, CDP-Star luminescence, 30 min | 330,000 compounds, 0.12% hits | AID 2544;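 active = inhibition reaching a set limit with compound at 10 µM in the primary screen, cut at about 35% in these data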;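 also: plate controls were DMSO wells with enzyme for no effect and no-enzyme buffer wells for full effect; values of inactives mirror those of a sister screen read the other way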
Numbers without * were called inactive; x = not tested or not shown. This is a subset; rates above refer to the full screens.

SMILES	beta cell repl	hIAP act	SENP1 FRET inh	mIAP activ	APOBEC3G inh	A3A deaminase	mIAP block	NALP3 yeast inh	hIAP block
COc1ccc(NC(=O)CC2CC3CCC2C3)cc1S(=O)(=O)N1CCOCC1 (configuration not stated)	-4.4	1.07	0.2	1.04	4.3	-0.2	-3.6	17.8	-6.7
Cc1ccc(NC(=O)N(CCCN2CCOCC2)Cc2cc3cc4c(cc3[nH]c2=O)OCO4)cc1	-0.9	1.2	2.5	1.01	-6.6	-6.0	-1.0	12.5	-20.2
CCC(NS(=O)(=O)c1ccc(OC)cc1)C(=O)NCCC1=CCCCC1 (configuration not stated)	-1.8	1.01	0.4	1.19	-8.0	-3.4	-19.0	9.3	-1.2
O=C(NC1CC1)C1=C[C@@H](c2coc3ccccc3c2=O)C[C@@H](OCc2ccc(CO)cc2)O1	-2.1	0.858	-1.1	1.03	-8.0	-3.6	-2.8	-8.0	14.2
Cc1[nH]n(-c2ccc(Cl)cc2)c(=O)c1C=Nc1ccc(S(=O)(=O)N2CCOCC2)cc1	-0.2	1.11	0.7	0.812	-1.4	-0.4	18.8	21.8	-10.7
[O-]C1=N/[N+](=C/c2ccc(Cl)cc2)CC1	0.3	0.966	0.6	0.983	-6.6	-3.7	1.7	-13.4	3.4
CCCNC(=O)Nc1nc(CC(=O)OCC)cs1	-1.7	0.897	-0.6	1.11	4.6	5.2	-11.2	20.4	10.3
COc1cc(C(=O)Nc2cc(C(F)(F)F)ccc2-n2cncn2)cc(OC)c1OC	1.9	0.915	-0.3	0.972	-4.3	-4.3	2.8	9.0	8.5
C/C(=N\NC(=S)Nc1cccc(C)c1)c1ccco1	-3.5	1.14	0.0	0.901	-6.3	-3.2	9.9	52.7*	-14.2
O=C(c1ccc(S(=O)(=O)N2CCOCC2)cc1)N1CCN(c2ccc(F)cc2)CC1	-0.7	1.14	0.0	1.04	-5.4	-0.7	-4.4	14.2	-13.7
CCOC(=O)C1=C(C)NC2=C(C(=O)CCC2)C1c1cccnc1 (configuration not stated)	-0.2	0.947	-82.7	0.988	-5.7	1.5	1.2	3.8	5.3
Cc1ccc(NC(=O)CCn2ccc([N+](=O)[O-])n2)nc1	0.0	1.04	4.8	0.989	-2.1	5.7	1.1	16.7	-3.9
COc1ccccc1NC(=O)CSc1nnc(Cc2ccccc2)o1	-1.1	0.974	2.9	0.95	10.2	39.7	5.0	2.4	2.6
O=C(NCCCN1CCCCC1)C1CCCN(c2ncnc3c2nc2n3CCCCC2)C1 (configuration not stated)	-1.1	0.951	-0.4	0.979	-6.5	-4.3	2.1	7.4	4.9
CCc1cccc(C)c1NC(=O)CCCC(=O)O	0.1	0.988	2.6	1.06	-4.5	-3.0	-5.8	8.6	1.2
Cc1ccc(SC(C)C(=O)NCc2ccc(F)cc2)cc1 (configuration not stated)	-4.5	1.02	-0.9	1.09	-1.8	-0.9	-9.3	28.4	-1.6
Cc1ccc(SCC(=O)Nc2ccc(C(=O)Nc3ccc(O)cc3)cc2)cc1	-1.1	1.18	0.3	1.03	-4.8	-0.9	-3.1	3.7	-18.4
O=C(CSc1nnnn1C1CCCC1)Nc1ccc(F)cc1	0.6	0.873	1.1	1.14	1.5	4.7	-13.9	9.9	12.7
CCC(=O)Nc1ccc(C(=O)Nc2ccc(Br)cc2F)cc1	-0.2	0.911	1.6	0.989	-8.5	-2.7	1.1	7.4	8.9
CC1c2cc3c(cc2CCN1C(=O)c1ccc(Br)cc1)OCCCO3 (configuration not stated)	-3.5	0.869	-1.9	1.01	0.8	2.2	-1.3	15.6	13.1
Cc1nc2ccc(S(=O)(=O)NC(C(=O)N3CCn4c3nc3ccccc34)C(C)C)cc2s1 (configuration not stated)	1.0	0.961	0.3	0.955	-5.9	-3.2	4.5	2.1	3.9
CC1Cc2cc(S(=O)(=O)N3CCC(C(=O)N(C)Cc4ccccc4)CC3)ccc2N1C(=O)C1CC1 (configuration not stated)	-1.8	0.92	-0.1	1.03	-4.0	-1.9	-2.9	3.3	8.0
Cc1[nH]n2c(=O)c3c(nc2c1-c1ccccc1)CCC3	-2.9	0.902	-0.8	0.887	1.9	0.5	11.3	2.8	9.8
COc1cc(Cl)c(C)cc1NC(=O)COC(=O)C1CC1C (configuration not stated)	1.7	0.893	0.7	0.999	-7.0	-3.7	0.1	28.1	10.7
COc1cc(OC)c(C#N)c(S(=O)(=O)Cc2ccccc2)c1	-1.2	1.23	-0.4	1.03	-2.9	-8.5	-3.1	4.4	-22.6

Reprinted from the part before: 2 compounds, followed by the next part.
SMILES	beta cell repl	hIAP act	SENP1 FRET inh	mIAP activ	APOBEC3G inh	A3A deaminase	mIAP block	NALP3 yeast inh	hIAP block
COc1cc(Cl)c(C)cc1NC(=O)COC(=O)C1CC1C (configuration not stated)	1.7	0.893	0.7	0.999	-7.0	-3.7	0.1	28.1	10.7
COc1cc(OC)c(C#N)c(S(=O)(=O)Cc2ccccc2)c1	-1.2	1.23	-0.4	1.03	-2.9	-8.5	-3.1	4.4	-22.6
COc1ccc(S(=O)(=O)NCCSCc2ccco2)cc1C	-2.1	0.918	-0.8	0.939	1.2	-2.9	6.1	4.9	8.2
COCCCNC(=O)C(=O)Nc1cc2c3c(c1)CCC(=O)N3CCC2	-2.5	1.02	-0.5	1.04	-0.6	1.8	-4.1	3.5	-2.3
COc1cccc(NC(=O)CN(C)C(C)C(=O)Nc2ccc(C#N)cc2)c1 (configuration not stated)	-0.2	0.968	-2.1	1.13	39.7	3.3	-12.6	1.5	3.2
O=c1oc2ccccc2c(O)c1/C=C1\C=Nc2ccccc21	-3.5	0.95	-17.4	0.941	-5.8	-5.3	5.9	13.0	5.0
CCOc1ccc(NC(=O)Cn2c(=O)oc3cc(Cl)ccc32)cc1	-4.2	1.08	-11.5	1.07	-1.9	-0.1	-6.7	2.7	-8.1
CCn1cc(CN2CCc3c([nH]c4ccccc34)C2c2cccc(OC)c2)c(C)n1 (configuration not stated)	-0.6	1.05	-53.2	1.08	-2.8	2.4	-7.6	17.5	-4.9
C=CCOc1cccc(C2NC(=O)c3ccccc3O2)c1 (configuration not stated)	-2.4	1.16	3.8	1.01	-4.5	0.1	-1.5	11.1	-16.1
Cc1ccc(C(=O)N2CCN(C(=O)c3ccco3)CC2)cc1NC(=O)c1ccco1	2.2	0.869	0.0	1.1	0.3	-1.8	-10.1	0.6	13.1
CS(=O)(=O)C1=NSC2=NC(=O)/C(=C\c3cccn3-c3ccccc3Cl)C(=N)N21	-4.9	1.31	-18.5	0.907	5.9	3.8	9.3	9.9	-30.8
CNC(=O)C(C)NS(=O)(=O)c1ccc(F)cc1 (configuration not stated)	0.1	0.805	-0.6	1	-7.3	-1.4	-0.1	2.8	19.5
Cc1cc(O)c(C(C[N+](=O)[O-])c2ccc(Cl)cc2Cl)c(=O)o1 (configuration not stated)	-6.4	0.813	-0.1	1.01	-2.5	6.5	-1.2	11.9	18.7
COc1ccc(NC(=O)CN2CCc3ccccc3C2)cc1OC	-2.0	1.33	-2.9	1.19	1.5	-4.2	-19.0	-2.9	-33.2
Cc1cccc(S(=O)(=O)NNC(=O)Cc2cccn2C)c1	-2.0	1.15	-1.6	1	-8.0	58.3*	-0.3	-2.1	-15.4
CC1C2CC(C(S(=O)(=O)N3CCOCC3)C2=O)C1(C)C (configuration not stated)	2.5	0.976	0.7	1	-1.2	0.5	-0.1	11.8	2.4
Cc1ccc(S(=O)(=O)N2CCCCC2CCNC(=O)C(=O)NC2CC2)cc1 (configuration not stated)	-2.0	1.04	-4.4	0.964	-6.2	-0.2	3.6	3.6	-4.5
CCOc1ccc(NC(=O)CCS(=O)(=O)c2ccc3c(c2)CCCN3C(=O)CC)cc1	-2.6	1.38	1.1	0.98	-4.1	-1.8	2.0	24.6	-38.4
Cc1ccc(S(=O)(=O)NCCN=C(CN2CCOCC2)NS(=O)(=O)c2ccc(C)cc2)cc1	1.6	0.937	1.9	0.942	-4.2	-0.1	5.8	-3.0	6.3
Cc1cc([N+](=O)[O-])nn1CC(=O)Nc1ccc(F)cc1	2.0	0.987	0.8	1.01	-7.5	0.7	-1.3	-0.1	1.3
O=C(O)c1ccc(/C=N/NC(=O)C(O)(c2ccccc2)c2ccccc2)cc1	-1.6	1.1	-0.1	1.05	-0.5	-6.8	-5.4	10.6	-9.9
CC(=O)Nc1cccc(NC(=S)Nc2cccc3ccccc23)c1	-3.5	1.03	-22.4	0.842	-4.3	-7.3	15.8	16.8	-2.7
Cc1oc(-c2ccccc2F)nc1CS(=O)CC(=O)NCCN1CCCCC1C (configuration not stated)	-2.9	0.918	-5.8	1.05	14.3	1.2	-5.2	-10.7	8.2
CCNS(=O)(=O)c1ccc(CCC(=O)NCCC2=CCCCC2)cc1	-2.2	1.11	-0.5	1.07	3.8	2.9	-7.1	23.4	-11.3
CC(C)N1C(=O)C2C(C(=O)NC3CCCCC3)C3C=CC2(O3)C1C(=O)NC1CCCCC1 (configuration not stated)	2.5	1.09	2.6	0.885	-1.3	-1.1	11.5	-3.7	-9.0
CC1(C)CC2(CCO1)OC(=O)CC2C(=O)NCc1ccccc1 (configuration not stated)	0.1	1.12	-0.6	1	-5.3	-0.1	0.0	14.7	-12.0
C=CCOc1nc2c(c(=O)n(C)c(=O)n2C)n1Cc1ccccc1Cl	-5.6	0.968	0.8	0.959	-2.7	-2.3	4.1	12.0	3.2
CCCCCCCCCCCCCCCC(=O)OC[C@H](COP(=O)([O-])OCC[N+](C)(C)C)OC(=O)CCCCCCCCCCCCCCC	2.3	0.922	x	1	-5.1	-2.2	0.0	-0.2	7.8
Cc1ccc(C(=O)N/C(=C\c2cccs2)C(=O)NCCc2c[nH]c3ccccc23)cc1	0.0	1.01	-2.8	0.983	-8.0	-2.4	1.7	4.6	-1.5
COc1ccc(-c2nnc(SCC(C)C)o2)cc1	-2.7	1.05	-0.4	1.05	-4.3	-3.9	-5.2	30.2	-4.6

Limited to hIAP block, for 6 of the compounds above:
mol	hIAP block
C=CCOc1cccc(C2NC(=O)c3ccccc3O2)c1 (configuration not stated)	-16.1
Cc1ccc(C(=O)N2CCN(C(=O)c3ccco3)CC2)cc1NC(=O)c1ccco1	13.1
CS(=O)(=O)C1=NSC2=NC(=O)/C(=C\c3cccn3-c3ccccc3Cl)C(=N)N21	-30.8
CNC(=O)C(C)NS(=O)(=O)c1ccc(F)cc1 (configuration not stated)	19.5
Cc1cc(O)c(C(C[N+](=O)[O-])c2ccc(Cl)cc2Cl)c(=O)o1 (configuration not stated)	18.7
COc1ccc(NC(=O)CN2CCc3ccccc3C2)cc1OC	-33.2

Screening data as filed in PubChem BioAssay.
